GSK3B inh = inhibitors of human GSK3beta kinase | AID 2097 | P49841 | activity score (negative = inhibition), % at 10 µM | 300,000 compounds, 0.038% hits | GST-GSK3beta kinase, ADP-Glo luminescence, 60 min; stronger effect = lower value;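 active = more than half of replicate wells score below -50%, meaning over 50% inhibition versus plate controls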;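 also: 0% = median DMSO wells and -100% = median GW8510 positive control wells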
Target sequence (P49841 whole entry, looked up): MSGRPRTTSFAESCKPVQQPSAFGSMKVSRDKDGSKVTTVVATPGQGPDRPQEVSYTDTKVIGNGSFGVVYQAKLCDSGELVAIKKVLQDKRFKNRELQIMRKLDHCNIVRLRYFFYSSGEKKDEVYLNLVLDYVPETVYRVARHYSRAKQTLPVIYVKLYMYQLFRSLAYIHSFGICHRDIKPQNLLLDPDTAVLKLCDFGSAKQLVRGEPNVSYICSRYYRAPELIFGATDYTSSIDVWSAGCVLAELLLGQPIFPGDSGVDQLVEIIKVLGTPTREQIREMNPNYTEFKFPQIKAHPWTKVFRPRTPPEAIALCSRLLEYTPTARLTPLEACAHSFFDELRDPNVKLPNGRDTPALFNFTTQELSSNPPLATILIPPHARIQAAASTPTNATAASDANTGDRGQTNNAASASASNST
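Assay system: GST-fused GSK3beta enzyme, cell-free / Medium: Tris pH 7.5 buffer with MgCl2, DTT, BSA, heparin / Also added: peptide substrate plus 25 µM ATP (final) / Compound: 10 µM single point / Timing: kinase reaction with compound 60 min at room temperature / Detection: ADP-Glo luminescence / Benchmarks: DMSO neutral wells and GW8510 at 20 µM as positive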
aSyn 5UTR inh = 5' untranslated region of α-synuclein, MLPCN primary screen. 300,000 compounds, 0.82% hits. alpha-synuclein 5'UTR reporter, inhibitor activity. inhibition, % (tested at 7.5 µM). AID 1813; in the data active = inhibition above about 60%;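 also: H4 neuroglioblastoma cells stably carrying SNCA 5'UTR luciferase fusion; 0% = DMSO wells and 100% = positive control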
HSP90 refold inh = HSP90 refolding inhibition in rabbit reticulocyte lysate. luciferase refolding luminescence, 3 h. inhibition, % at 5.6 µM. 290,000 compounds, 0.91% hits. AID 1789;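 active = inhibition above the screen-wide mean plus 3 SD, computed separately per campaign, cut at about 16% in these data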;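 also: 0% = DMSO wells and 100% = 60 µM geldanamycin wells; inhibitors lower the luminescence because luciferase stays unfolded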
Platelet DG rel = modulates dense granule release in human platelets | human platelet-rich plasma, SFLLRN dense granule ATP release, luminescence | inhibition, %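 (compounds screened at 7.5 µM in platelet-rich plasma)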 | 300,000 compounds, 0.22% hits;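 active = mean replicate score, as percent of positive control, at or above 50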
DYRK1A inh = Dyrk1A (rat) kinase inhibition | inhibition, % at 12.5 µM | 310,000 compounds, 0.43% hits | ADP-Glo luminescence, NFATc1 peptide; in the data active = inhibition above about 50%;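 also: plate controls were vehicle with enzyme for no effect and no enzyme for full effect; many of its hits are not listed in these tables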
HSF1 inh = HSF1 inhibition. activity change, negative = inhibition, % at 7.5 µM (by protocol). 300,000 compounds, 0.77% hits. NIH3T3-HGL HSE-luciferase, MG132-induced, luminescence 8 h; stronger effect = lower value. AID 2098;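 active = more than half of replicate wells show activity change below -50%, luminescence cut by over half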;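 also: luciferase reports HSF-1 transcriptional activity via heat shock element; 0% = median of DMSO wells and -100% = zero luminescence signal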
HSF-1 act = increases HSF-1 driven luciferase reporter signal | NIH3T3-HGL HSF-1 luciferase reporter, MG132, 8 h; 100% = twice DMSO control signal | activation, % at 9 µM | 300,000 compounds, 1.7% hits | AID 504408;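 active = mean replicate activation of at least 50% with a set share of replicates each reaching 50%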;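 also: 0% = median of the neutral control wells and 100% = twice that signal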
KLF5 inh = suppresses KLF5 promoter-driven expression; DLD-1 KLF5 promoter-luciferase reporter, luminescence; inhibition, % at 5 µM; 290,000 compounds, 0.23% hits; AID 1700;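 active = inhibition above a per-plate limit of that plate's mean compound inhibition plus 3 SD, cut at about 60% in these data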;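 also: 0% = DMSO wells and 100% = LY294002 at 200 µM; higher means less KLF5 promoter-driven luciferase light; inactives centre near -14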
GSK3 alpha inh = blocks human GSK-3 alpha kinase. ADP-Glo luminescence, 60 min. 320,000 compounds, 0.1% hits. inhibition, % at 10 µM. P49840;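 in the data active = inhibition above about 50%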;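 also: GST-tagged GSK-3 alpha with peptide substrate and 25 µM ATP; 0% = DMSO neutral wells and 100% = GW8510 positive control wells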
Target sequence (P49840 whole entry, looked up): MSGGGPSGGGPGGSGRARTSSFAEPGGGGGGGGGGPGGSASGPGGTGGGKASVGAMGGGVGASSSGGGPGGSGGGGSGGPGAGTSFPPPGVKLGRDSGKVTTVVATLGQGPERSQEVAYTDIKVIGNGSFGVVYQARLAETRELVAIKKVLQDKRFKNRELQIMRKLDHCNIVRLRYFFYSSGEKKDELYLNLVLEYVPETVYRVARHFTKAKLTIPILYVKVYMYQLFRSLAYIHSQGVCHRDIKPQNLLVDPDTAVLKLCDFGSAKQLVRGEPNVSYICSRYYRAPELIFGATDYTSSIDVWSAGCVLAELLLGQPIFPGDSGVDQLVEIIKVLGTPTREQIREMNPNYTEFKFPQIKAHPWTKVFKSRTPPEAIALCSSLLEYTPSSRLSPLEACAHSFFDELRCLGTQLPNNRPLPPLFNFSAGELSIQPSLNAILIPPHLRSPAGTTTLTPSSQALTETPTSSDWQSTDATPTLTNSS
IEC-6 cytotox = kills IEC-6 intestinal cells in KLF5 counter-screen | IEC-6 cytotoxicity, luminescence viability | inhibition, % at 5 µM | 290,000 compounds, 0.78% hits | AID 1825; in the data active = inhibition above about 22%;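 also: 0% = plate median of test compound wells and 100% = cytotoxic reference compound wells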
* hit, by the source's call; x = not tested or not shown. Only part of the results is shown; the hit share may differ from the screen's.

SMILES	GSK3B inh	aSyn 5UTR inh	HSP90 refold inh	Platelet DG rel	DYRK1A inh	HSF1 inh	HSF-1 act	KLF5 inh	GSK3 alpha inh	IEC-6 cytotox
COc1ccc(/C=N/NC(=O)c2ccc(=O)[nH]n2)cc1OC	0	17	0	1	0	1	30	-6	1	8
CC(C)c1ccc(NC(=O)COC(=O)c2c[nH]c(=O)[nH]c2=O)cc1	-2	-10	2	-3	-2	-4	13	5	3	-7
Cc1cc(C)nc(NC2=NCC(=O)N2c2ccc3c(c2)OCCO3)n1	-24	-8	2	0	-6	-5	-6	-26	2	1
COCCNC(=S)N1CCCN(c2nc3cc(C)ccc3cc2C#N)CC1	0	-20	7	18	x	-5	-4	-17	9	3
Cc1ccc(S(=O)(=O)NC2(C(F)(F)F)C(=O)Nc3c2c(=O)n(C)c(=O)n3C)cc1 (centres undefined)	-4	18	-3	-2	0	x	x	-15	-6	1
Cc1oc(-c2ccc(Cl)cc2)nc1CN1CCCC(C(=O)NCc2ccccn2)C1 (centres undefined)	3	13	2	-3	2	4	10	-44	-5	-3
COCc1ccc(C(=O)NCC2(N3CCCCC3)CCCCC2)cc1	-5	-18	1	1	-1	-14	-13	-32	0	1
COc1ccccc1S(=O)(=O)N1CCN(S(=O)(=O)c2ccccc2C#N)CC1	-1	13	0	2	5	2	-3	-31	-1	-3
FC(F)Oc1ccc(-c2csc(NNC3=NCCCCC3)n2)cc1	1	-49	2	1	-2	5	4	-6	-3	2
O=C(NCc1ccccn1)C1CC(=O)N(C2CCCC2)C1 (centres undefined)	-2	-12	-5	-1	-1	3	2	-14	x	1
Cc1ccc(S(=O)(=O)C2(C(=O)N3CCCCCC3)CC2)cc1	-1	17	8	-7	x	2	16	-12	-3	4
CNS(=O)(=O)c1cccc(C(=O)OCC(=O)Nc2sc3c(c2C#N)CCCCC3)c1	-1	-21	0	-3	3	12	18	-39	0	-2
Cc1cc(NC(=O)c2ccc(COc3ccc(Cl)c(C)c3)o2)no1	2	21	-2	5	-1	-21	-43	-53	1	1
COC(=O)[C@@]1(Cc2ccc(F)cc2)[C@H]2c3cc(C(=O)N(C)C)n(Cc4ccc(OC(F)(F)F)cc4)c3C[C@H]2CN1C(=O)c1ccccc1	2	-1	-1	-3	x	8	2	-24	1	3
CC(C(=O)O)N1C(=O)C2C3c4ccccc4C(c4ccccc43)[C@@H]2C1=O (some centres undefined)	4	14	-1	1	-2	2	3	-18	1	1
C=CCn1c(=NC(=O)c2ccc(S(=O)(=O)N3CCc4ccccc4C3)cc2)sc2cc(S(N)(=O)=O)ccc21	0	-19	1	1	7	2	-3	-20	-2	-4
COc1cc2[nH]c(=S)nc(NCc3cccc(Cl)c3)c2cc1OC	0	-18	0	-2	0	4	17	-8	-2	27*
CC(C)c1nc(SCC(=O)Nc2c[nH]c(=O)[nH]c2=O)c2cnn(-c3ccccc3)c2n1	0	28	-3	-2	-3	-1	5	-10	2	-2
COc1ccccc1CNC(=O)CSc1ccc(C)cc1	2	-1	-4	-5	3	-2	-3	5	-1	-4
COc1ccc(C(=O)NC2CC(C)(C)Cc3c2cnn3-c2ccccc2)cc1OC (centres undefined)	x	29	-1	3	-1	-2	-1	-17	-1	1
CC(=O)N1N=C(c2cccc([N+](=O)[O-])c2)OC1c1ccc(Cl)cc1Cl (centres undefined)	1	-18	-1	0	1	3	15	-6	-2	1
COC(=O)C1CCN(C(=O)COC(=O)[C@@H]2CC(O)CN2S(=O)(=O)c2ccc3c(c2)OCCO3)CC1 (some centres undefined)	4	11	0	-2	-4	-5	-10	-50	5	10
Cc1ccc(C(=O)N/C(=C/C=C/c2ccccc2)C(=O)NCc2ccco2)cc1	0	-3	0	-18	15	3	30	1	0	-1
CCN1CCN(CCCNC(=O)c2ccc3c(c2)N(Cc2ccccc2)CCS3)CC1	-3	-22	-1	5	-2	1	0	-28	3	8
Cc1noc(C)c1COc1ccc(C(=O)N2CCN(c3ccccc3F)CC2)cc1	-2	-3	x	3	6	2	11	x	-4	x
Cc1cc2cc(CNC(=O)Cc3ccc([N+](=O)[O-])cc3)ccc2[nH]1	-3	16	-3	1	-7	1	2	-6	0	-7
N#CCCN1CCCc2cc(N=Nc3ccc(C(F)(F)F)cc3)ccc21	-25	-191	0	-2	x	10	32	-9	1	-2
CCOC(=O)C1CCCCN1Cc1ccc(OC)c(OC)c1OC (centres undefined)	1	2	1	0	-7	-7	-3	-9	-1	6
CC(C)CNC(=S)N1CCC(c2nc(-c3ccc(F)cc3)no2)CC1	0	x	-6	x	x	x	x	12	-1	-6
C/C(CC(=O)Nc1ccc(Cl)c(C(F)(F)F)c1)=N\NC(=O)c1cccc(O)c1	2	11	7	-3	x	35	47	-51	1	4
C=C1CCN([C@@H](C)C(=O)OCc2cccc(C)c2)S(=O)(=O)c2ccccc21	-2	15	x	6	-5	2	-11	x	0	x
COCCCNc1nc(=S)[nH]c2cc(OC)c(OC)cc12	0	1	2	-2	-7	0	0	-36	-19	-4
CC(C)NC(=O)/C(=N\O)c1ccccc1	0	14	-2	8	3	-4	-16	7	0	-4
N#CC1=C(N)NC(SCC(=O)c2ccc(Cl)cc2)=C(C#N)C12CCCC2	-1	-7	0	-10	-2	6	10	-40	-1	1
Oc1c(Cl)cc(Cl)cc1C=Nc1ccc2c(c1)OCCO2	2	-63	7	12	7	-34	-42	-37	-2	2
CO/N=C/C(C(C)=O)C(=O)Nc1ccc(Cl)cc1Cl (centres undefined)	-1	8	3	-1	-2	13	-2	-23	-1	-2
CC(C)COC(=O)c1ccc(N2C(=O)c3ccccc3C2=O)cc1	1	8	-1	9	-3	7	27	-27	0	-3
O=C(Nc1nnc(S(=O)(=O)N2CCCC2)s1)c1ccccc1Cl	3	-3	0	7	-3	-1	-3	-26	-1	0
COc1cccc(S(=O)(=O)NCc2ccc(C(=O)N3CCN(c4ccccc4)CC3)cc2)c1	1	-10	-1	-3	1	3	-8	-21	-1	6
Cc1ccc(NC(=O)CNC(=O)N2CC(=O)Nc3ccccc32)cc1F	2	18	0	-8	1	-1	8	17	-4	-2
O=C(COC(=O)/C=C/c1ccco1)NCc1ccc2c(c1)OCO2	-1	11	1	-17	9	-3	-6	6	-1	1
CC1(C)CC(=O)C(C=NC2CC(C)(C)NC(C)(C)C2)=C(O)C1	-2	14	3	0	-3	-1	-14	-8	0	-2
CC1Cc2ccccc2N1C(=O)COC(=O)Cc1ccc(F)cc1 (centres undefined)	2	15	x	-6	-3	3	-7	x	-1	x
COc1ccccc1C(=O)Nc1ccccc1N1CCN(C(=O)c2ccc(Cl)cc2)CC1	2	-14	4	-26	3	9	33	-17	0	-15
Cc1sc(NC(=O)CSc2nnc(C(C)C)n2C)c(C#N)c1C	-4	-2	0	-1	4	12	9	-3	3	0
COc1ccc(-c2csc(NC(=O)c3cccs3)c2C(=O)O)cc1OC	-2	8	-4	1	x	0	-3	-14	-2	0
CCCCOc1ccc(/C=C/C(=O)OCC(=O)NC2CCS(=O)(=O)C2)cc1OCC (centres undefined)	1	11	x	5	2	-1	-8	x	-1	x
Cc1ccc(NC(=O)CN(C)C(=O)c2ccc(Cl)c([N+](=O)[O-])c2)cc1	6	-2	-2	-21	-4	1	25	-19	-6	10
COc1cccc(-c2ccc(NC(=O)C3CCCN(Cc4cnn(C)c4C)C3)cc2)c1 (centres undefined)	0	8	1	-7	2	-5	-1	-64	0	2
CCCN(CCC)CC(O)Cn1cc(/C=C/C(=O)c2ccccc2)c2ccccc21 (centres undefined)	-5	-10	0	3	5	-4	-24	-3	x	-6
(listing goes on)
SMILES	GSK3B inh	aSyn 5UTR inh	HSP90 refold inh	Platelet DG rel	DYRK1A inh	HSF1 inh	HSF-1 act	KLF5 inh	GSK3 alpha inh	IEC-6 cytotox
Cc1cc(C)c(S(=O)(=O)Nc2ncccc2C)c(C)c1	-1	0	4	-2	2	-5	-7	-3	0	6
Cc1cc(NC(=O)CSc2nnc(-c3ccco3)o2)no1	0	-2	2	1	-2	-4	10	-4	-3	0
CNCc1nc2ccccc2[nH]1	1	-11	-4	2	-2	-7	-4	-31	-2	-2
Cc1ccnc2nc(C(=O)OCC(=O)NCCc3ccccc3)nn12	1	11	3	-3	-2	-5	-1	-7	-2	-4
O=C(CC1Sc2ccccc2NC1=O)OCc1cc(=O)oc2cc(O)ccc12 (centres undefined)	-16	-42	-4	18	16	3	-2	-13	21	0
O=C(Cc1cccs1)N/N=C/c1ccco1	-6	-56	0	16	0	-8	-2	2	5	-1
